RmlC RmlD mix: mixture blocks RmlC and RmlD coupled enzyme activity | inhibition, % at 5.5 µM | 110,000 tested, 0.39% active | AID 1532 | RmlC/RmlD coupled enzyme inhibition, 384-well mixture HTS; in the data active = inhibition above about 30%, passing the limit was not always enough; also: strong numbers were not always called active
RT RNaseH block: blocks HIV-1 RNase H cleavage of RNA/DNA duplex; P04585; RT-RNase H RNA/DNA duplex cleavage, fluorescence; inhibition, % at 10 µM; 65,000 tested, 1.9% active; AID 565; in the data active = inhibition above about 50%
Starred values were filed as active, the others as inactive; . = not tested or not shown.

> O=c1c2c(nc3c(-c4ccccc4)c[nH]n13)CCCC2
  RmlC RmlD mix: -2.1
  RT RNaseH block: -11.6
> COc1ccc(-c2noc(CCCOc3ccccc3)n2)cc1OC
  RmlC RmlD mix: -7.3
  RT RNaseH block: -15.3
> COc1ccc2c(c1[N+](=O)[O-])CCC/C2=N/OC(=O)c1cccc2ccccc12
  RmlC RmlD mix: -5.3
  RT RNaseH block: .
> C=C1CCN([C@@H](CC(C)C)C(=O)NCc2cc(OC)c(OC)c(OC)c2)S(=O)(=O)c2ccccc21
  RmlC RmlD mix: -8.6
  RT RNaseH block: .
> N#C/C(=C/c1ccccc1)c1nn(CCO)c(N)c1C#N
  RmlC RmlD mix: 9.1
  RT RNaseH block: .
> CCOC(=O)CSc1ncnc2c1cnn2-c1ccc(C)cc1
  RmlC RmlD mix: 8.9
  RT RNaseH block: 6.0
> CC(C)C1=NN(C(=O)c2cccnc2)C(O)(C(F)(F)F)C1 (stereo not given)
  RmlC RmlD mix: 3.5
  RT RNaseH block: .
> Cc1[nH]c2ccccc2c1Cc1nnc(SCC(N)=O)o1
  RmlC RmlD mix: -8.4
  RT RNaseH block: -20.4
> Clc1ccc(Cl)c2sc(N3CCOCC3)nc12
  RmlC RmlD mix: -6.0
  RT RNaseH block: -16.3
> O=C(Nc1nnc(Cc2ccccc2)s1)c1cccs1
  RmlC RmlD mix: -4.8
  RT RNaseH block: -0.2

> CN[C@H]1CC[C@@H](c2ccc(Cl)c(Cl)c2)c2ccccc21
  RmlC RmlD mix: -12.8
  RT RNaseH block: .
> CN1CCc2c(c3ccccc3n2C)C1
  RmlC RmlD mix: 6.6
  RT RNaseH block: .
> Cc1cccc2cc(CN(Cc3ccc(F)cc3)Cc3nnnn3C3CCCC3)c(=O)[nH]c12
  RmlC RmlD mix: .
  RT RNaseH block: -6.8
> COc1ccc([C@H]2/C=C\CN(S(C)(=O)=O)[C@@H](C)C(=O)N2Cc2ccc(F)cc2)cc1
  RmlC RmlD mix: -11.1
  RT RNaseH block: .
> COc1ccccc1C(=O)Nc1ccc2c(c1)OCCO2
  RmlC RmlD mix: -12.2
  RT RNaseH block: -19.7
> CCOC(=O)C(C(=O)OCC)C(C#N)c1ccccc1 (stereo not given)
  RmlC RmlD mix: 5.1
  RT RNaseH block: -13.1
> O=C(NC1CCCCCCC1)C1c2ccccc2C(=O)N1Cc1ccco1 (stereo not given)
  RmlC RmlD mix: 3.3
  RT RNaseH block: .
> COc1ccc(CN(C(=O)CSc2nnc(-c3ccc(OC)c(OC)c3)o2)c2ccc(F)cc2)cc1
  RmlC RmlD mix: -11.3
  RT RNaseH block: .
> Cc1oc(-c2ccccc2Cl)nc1CSCC(=O)N1CCCC1
  RmlC RmlD mix: 7.4
  RT RNaseH block: -18.2
> Cc1cc(NC(=O)CCC(=O)N(Cc2cccs2)C(C(=O)NC2CCCC2)c2ccncc2)no1 (stereo not given)
  RmlC RmlD mix: -13.8
  RT RNaseH block: 5.5

> Cn1nc(C(F)(F)F)c(/C=N/OC(=O)c2ccc(Cl)cc2)c1Cl
  RmlC RmlD mix: 7.3
  RT RNaseH block: .
> CCOc1ccc(C2CC(c3cccc(OC)c3OC)n3nnnc3N2)cc1Cl (stereo not given)
  RmlC RmlD mix: -1.7
  RT RNaseH block: -1.1
> CCn1c(SCC(=O)N2c3ccccc3Sc3ccccc32)nnc1-c1ccco1
  RmlC RmlD mix: -6.6
  RT RNaseH block: 8.9
> Cc1ccc(-c2cc(C(=O)N3CCN(C(=O)c4ccco4)CC3)no2)cc1
  RmlC RmlD mix: 10.0
  RT RNaseH block: -16.9
> CCOC(=O)C1=C(C)Nc2ncnn2C1c1cccs1 (stereo not given)
  RmlC RmlD mix: 53.4
  RT RNaseH block: .
> CC(NC(=O)COC(=O)c1cn(-c2ccccc2)nc1-c1cccs1)c1ccccc1 (stereo not given)
  RmlC RmlD mix: 3.5
  RT RNaseH block: .
> Cc1ccc(C2C3CSCC=C3C(C#N)=C(N)C2(C#N)C#N)cc1 (stereo not given)
  RmlC RmlD mix: -6.9
  RT RNaseH block: -5.0
> CC(C)(C)c1ccc(Oc2cccc(C3CC(=O)C(C4NCCc5ccccc54)C(=O)C3n3cncn3)c2)cc1 (stereo not given)
  RmlC RmlD mix: -12.2
  RT RNaseH block: .
> O=C(Nc1ccc(Cl)cc1)Nc1nccs1
  RmlC RmlD mix: 9.7
  RT RNaseH block: .
> CC1(C(=O)O)CCC(C(=O)NCCc2ccccc2)C1(C)C (stereo not given)
  RmlC RmlD mix: -3.4
  RT RNaseH block: -7.9

Entries shown so far containing an NH in an aromatic ring:
> O=c1c2c(nc3c(-c4ccccc4)c[nH]n13)CCCC2
  RmlC RmlD mix: -2.1
  RT RNaseH block: -11.6
> Cc1[nH]c2ccccc2c1Cc1nnc(SCC(N)=O)o1
  RmlC RmlD mix: -8.4
  RT RNaseH block: -20.4
> Cc1cccc2cc(CN(Cc3ccc(F)cc3)Cc3nnnn3C3CCCC3)c(=O)[nH]c12
  RmlC RmlD mix: .
  RT RNaseH block: -6.8

Seven of the compounds above, tab-delimited.
SMILES	RmlC RmlD mix	RT RNaseH block
O=C(NC1CCCCCCC1)C1c2ccccc2C(=O)N1Cc1ccco1 (stereo not given)	3.3	.
Cc1ccc(-c2cc(C(=O)N3CCN(C(=O)c4ccco4)CC3)no2)cc1	10.0	-16.9
CN1CCc2c(c3ccccc3n2C)C1	6.6	.
COc1ccc(-c2noc(CCCOc3ccccc3)n2)cc1OC	-7.3	-15.3
Cc1ccc(C2C3CSCC=C3C(C#N)=C(N)C2(C#N)C#N)cc1 (stereo not given)	-6.9	-5.0
Cc1cc(NC(=O)CCC(=O)N(Cc2cccs2)C(C(=O)NC2CCCC2)c2ccncc2)no1 (stereo not given)	-13.8	5.5
COc1ccc(CN(C(=O)CSc2nnc(-c3ccc(OC)c(OC)c3)o2)c2ccc(F)cc2)cc1	-11.3	.

(cont.)
> O=C1c2cccc3c(N4CCCCC4)ccc(c23)C(=O)N1CCO
  RmlC RmlD mix: -0.1
  RT RNaseH block: .
> Clc1ccc(OCc2nnc(SCCN3CCCCC3)n2Cc2ccco2)cc1
  RmlC RmlD mix: 4.2
  RT RNaseH block: 2.5
> COc1ccccc1OCCOc1ccc(/C=C2/C(=N)N3OC(C)=CC3=NC2=O)cc1OC
  RmlC RmlD mix: -5.3
  RT RNaseH block: .
> C=CCNc1nc(Nc2ccc(-c3nc4ccccc4o3)cc2)nc(N2CCOCC2)n1
  RmlC RmlD mix: -178.2
  RT RNaseH block: .
> Cc1nn(Cc2ccc(F)cc2)c(C)c1NC(=O)c1cc(-c2ccco2)on1
  RmlC RmlD mix: 8.6
  RT RNaseH block: 1.5
> CCOc1ccc(OCC)c(NC(=O)c2ccc(CNc3c(N4CCOCC4)c(=O)c3=O)cc2)c1
  RmlC RmlD mix: -6.9
  RT RNaseH block: -15.6
> CCOc1cccc(N2C(=O)CC(=O)NC2=O)c1
  RmlC RmlD mix: -8.9
  RT RNaseH block: -0.9
> O=C(COC(=O)c1ccccc1NC(=O)c1ccco1)Nc1ncc(Cl)cc1Cl
  RmlC RmlD mix: 14.8
  RT RNaseH block: .
> CN(c1ccc(C(=O)N2CCOCC2)cc1)S(C)(=O)=O
  RmlC RmlD mix: 4.7
  RT RNaseH block: .
> CC1(C)S/C(=N/N=C/c2cccs2)NC1=O
  RmlC RmlD mix: 17.8
  RT RNaseH block: .

> CC(=O)Nc1ccc(NC(=O)c2ccccc2C)cc1
  RmlC RmlD mix: -13.1
  RT RNaseH block: .
> COc1ccc(C2SCC(=O)Nc3c2c(=O)[nH]n3C2CCCCCC2)cc1OC (stereo not given)
  RmlC RmlD mix: -7.1
  RT RNaseH block: 0.5
> CCOC(=O)c1cc2sccc2n1CC(=O)N1CCCc2ccccc21
  RmlC RmlD mix: -3.9
  RT RNaseH block: -3.4
> CCn1c(CNC(=O)c2ccc(OC)cc2)nnc1SCC(=O)c1ccccc1
  RmlC RmlD mix: -8.6
  RT RNaseH block: 4.1
> Cc1nc2c(-c3ccccc3)c(C)nn2c(C)c1CCC(=O)NCc1ccco1
  RmlC RmlD mix: -5.4
  RT RNaseH block: 3.5
> CCn1c2ccccc2c2nnc(SCC(=O)NCc3cccs3)nc21
  RmlC RmlD mix: 2.0
  RT RNaseH block: -16.1
> CCO[C@H]1OC(C(=O)N2CCN(Cc3ccc4c(c3)OCO4)CC2)=C[C@@H](c2ccc(C(F)(F)F)cc2)[C@@H]1CCCO
  RmlC RmlD mix: 20.1
  RT RNaseH block: .
> O/N=C(\c1ccc(Cl)cc1)c1cc2ccccc2o1
  RmlC RmlD mix: .
  RT RNaseH block: -30.9
> COc1cc(O)c(NC(C)=O)c2nonc12
  RmlC RmlD mix: 7.4
  RT RNaseH block: -8.1
> Cn1nnnc1SCC(=O)N1CCN(C(c2ccccc2)c2ccccc2)CC1
  RmlC RmlD mix: 5.1
  RT RNaseH block: -7.2

In a second layout: three of the compounds above
The line under a structure holds: RmlC RmlD mix | RT RNaseH block
- CN(c1ccc(C(=O)N2CCOCC2)cc1)S(C)(=O)=O
  4.7 | .
- Cn1nnnc1SCC(=O)N1CCN(C(c2ccccc2)c2ccccc2)CC1
  5.1 | -7.2
- CN[C@H]1CC[C@@H](c2ccc(Cl)c(Cl)c2)c2ccccc21
  -12.8 | .

(continued)
> COc1ccc(C2=NN(C(=O)CSC3=NN4CCCC(=O)N=C4S3)C(c3cccc(OC)c3OC)C2)cc1 (stereo not given)
  RmlC RmlD mix: -3.9
  RT RNaseH block: .
> CCSc1nnc(NC(=O)c2csc3c2CCC(C)C3)s1 (stereo not given)
  RmlC RmlD mix: 55.4
  RT RNaseH block: 58.1*
> CCCc1nc2ccccc2c(C(=O)OCC(=O)Nc2ccc(S(=O)(=O)N3CCOCC3)cc2)c1CC
  RmlC RmlD mix: -8.2
  RT RNaseH block: .
> C=CCNc1sc(C(=O)C(C)(C)C)c(N)c1C#N
  RmlC RmlD mix: -2.4
  RT RNaseH block: -7.3
> COc1ccccc1-c1cn(S(=O)(=O)c2ccc(F)cc2)nc1N
  RmlC RmlD mix: -14.8
  RT RNaseH block: -2.7
> CCOCCCNS(=O)(=O)c1ccc2c(c1)CCN2C(=O)CC
  RmlC RmlD mix: -5.9
  RT RNaseH block: -4.2
> O=C(NCCN1CCCC1)C1COc2ccccc2O1 (stereo not given)
  RmlC RmlD mix: 10.8
  RT RNaseH block: -5.2
> COc1ccc(N2C(=O)CN=C2Nc2nc(C)cc(C)n2)cc1OC
  RmlC RmlD mix: -0.5
  RT RNaseH block: .
> COc1ccc(-n2c(C)cc(C(=O)CSc3nnc(-c4cccs4)o3)c2C)cc1
  RmlC RmlD mix: 0.5
  RT RNaseH block: -4.3
> Cc1cccc(-c2cc3nc(C)cc(N4CC(C)CC(C)C4)n3n2)c1 (stereo not given)
  RmlC RmlD mix: -11.2
  RT RNaseH block: .

> O=C(NCCc1ccccc1)C1CC(c2ccccc2O)=NO1 (stereo not given)
  RmlC RmlD mix: -1.0
  RT RNaseH block: -24.4
> CC(=O)Nc1ccc(S(=O)(=O)N2CCc3ccccc3C2)cc1
  RmlC RmlD mix: -14.8
  RT RNaseH block: .
> Cc1ccc(N2C(=O)/C(=C\c3ccco3)SC2=S)cc1
  RmlC RmlD mix: 2.9
  RT RNaseH block: .
> C[C@]12CC[C@@H]3c4ccc(O)cc4CC[C@H]3[C@@H]1CC[C@@H]2O
  RmlC RmlD mix: 3.2
  RT RNaseH block: .
> COc1ccc(-c2nn(CCC(=O)O)cc2CCC(=O)O)cc1
  RmlC RmlD mix: -12.0
  RT RNaseH block: -6.8
> CC1CCN(c2ccc(/C=N/n3nnnc3N)cc2[N+](=O)[O-])CC1
  RmlC RmlD mix: -9.6
  RT RNaseH block: .
> CC1(C)CC(CCC(=O)Nc2ccccc2Cl)C(=O)O1 (stereo not given)
  RmlC RmlD mix: -9.1
  RT RNaseH block: 2.8
> CCOC(=O)N1CCN(C(=O)Cc2cccs2)CC1
  RmlC RmlD mix: -9.8
  RT RNaseH block: -8.8
> Cc1cc(NC(=O)c2ccccc2NS(=O)(=O)c2c(C)c(C)cc(C)c2C)no1
  RmlC RmlD mix: .
  RT RNaseH block: -5.7
> CN1C(=S)SC(C)(C)C1/[N+]([O-])=C/c1cccnc1 (stereo not given)
  RmlC RmlD mix: 5.6
  RT RNaseH block: -2.1
> CCOC(=O)Nc1oc2ccccc2c(=O)c1CN1CCOCC1
  RmlC RmlD mix: -0.2
  RT RNaseH block: -29.1
> O=c1[nH]c(SCc2cccc(Cl)c2)nc2c1CCCC2
  RmlC RmlD mix: -14.8
  RT RNaseH block: -31.9
> Cn1c(=O)c2[nH]c(CN3CCN(Cc4ccccc4)CC3)nc2n(C)c1=O
  RmlC RmlD mix: -10.2
  RT RNaseH block: .

The list is partial, so the mix of outcomes need not match the whole.
